Bioassay records from PubChem BioAssay.
hIAP inh: blocks human intestinal alkaline phosphatase; P09923; purified IAP, CDP-Star luminescence, 30 min; inhibition, % at 10 µM; 330,000 compounds, 0.12% hits;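 active means inhibition reaching a set limit with compound at 10 µM in the primary screen, cut at about 35% in these data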;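 further: plate controls were DMSO wells with enzyme for no effect and no-enzyme buffer wells for full effect; values of inactives mirror those of a sister screen read the other way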
Target sequence (P09923 whole entry, looked up): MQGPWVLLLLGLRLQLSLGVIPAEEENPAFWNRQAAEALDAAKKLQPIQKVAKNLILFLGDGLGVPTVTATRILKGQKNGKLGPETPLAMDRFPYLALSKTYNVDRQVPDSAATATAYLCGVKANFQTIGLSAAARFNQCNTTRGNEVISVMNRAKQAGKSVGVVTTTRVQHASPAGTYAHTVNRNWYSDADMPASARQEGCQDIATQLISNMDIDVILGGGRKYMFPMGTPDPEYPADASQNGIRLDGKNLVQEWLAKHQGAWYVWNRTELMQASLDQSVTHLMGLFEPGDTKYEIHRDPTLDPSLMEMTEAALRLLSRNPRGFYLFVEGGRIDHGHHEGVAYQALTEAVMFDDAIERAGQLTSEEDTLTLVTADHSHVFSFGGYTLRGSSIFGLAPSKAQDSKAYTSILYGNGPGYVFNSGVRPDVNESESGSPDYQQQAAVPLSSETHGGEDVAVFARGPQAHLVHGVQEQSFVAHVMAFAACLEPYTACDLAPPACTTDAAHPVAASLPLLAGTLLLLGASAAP
A3A deaminase: inhibitors of human APOBEC3A DNA deaminase | P31941 | recombinant A3A, FAM/TAMRA ssDNA deamination fluorescence | inhibition, % at 20 µM | 330,000 compounds, 0.41% hits | AID 493011;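 active means at least 40% inhibition at 20 µM here, with at most 30% in a related deaminase screen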;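 further: plate controls were A3A with DMSO for no effect and wells lacking A3A enzyme for full effect; some results filed as inactive read as strong as hits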
Target sequence (P31941 whole entry, looked up): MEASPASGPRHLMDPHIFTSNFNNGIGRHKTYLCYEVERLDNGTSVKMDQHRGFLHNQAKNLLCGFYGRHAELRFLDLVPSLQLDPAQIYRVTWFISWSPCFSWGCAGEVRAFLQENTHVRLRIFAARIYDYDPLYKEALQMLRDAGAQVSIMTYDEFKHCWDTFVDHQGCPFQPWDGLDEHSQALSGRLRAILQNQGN
MIN6 prolif: MIN6 beta-cell proliferation induction; MIN6 cells proliferation, ATPlite luminescence, 48 h; cells starved in 0.2% serum; 100% = growth in 10% serum; proliferation, % at 10 µM; 330,000 compounds, 0.29% hits;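 active means compounds whose signal lies at least 3.5 SD above the mean of all wells on their plate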;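 further: 0% = DMSO-treated cells in low-serum medium and 100% = 10% serum control; some compounds called inactive have numbers as strong as hits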
TIM10 inh: inhibits growth of TIM10 yeast strain; inhibition, % at 10 µM; 330,000 compounds, 1.4% hits; S. cerevisiae TIM10 strain growth, BacTiter-Glo luminescence, 24 h;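 active means inhibition of 40% or more at the single tested concentration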;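 further: wild-type TIM10 isogenic control strain grown at permissive 25 °C; 0% = DMSO yeast wells and 100% = minimal medium wells without yeast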
A3G deaminase: inhibitors of human APOBEC3G DNA deaminase; recombinant A3G, ssDNA deamination FAM/TAMRA fluorescence; Q9HC16; 330,000 compounds, 0.28% hits; inhibition, % at 20 µM;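 active means inhibition of at least 40% at 20 µM, with no more than 30% in the related APOBEC3A deaminase screen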;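 further: plate controls were DMSO wells with A3G for no effect and wells lacking A3G enzyme for full effect; some compounds called inactive have numbers as strong as hits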
Target sequence (Q9HC16 whole entry, looked up): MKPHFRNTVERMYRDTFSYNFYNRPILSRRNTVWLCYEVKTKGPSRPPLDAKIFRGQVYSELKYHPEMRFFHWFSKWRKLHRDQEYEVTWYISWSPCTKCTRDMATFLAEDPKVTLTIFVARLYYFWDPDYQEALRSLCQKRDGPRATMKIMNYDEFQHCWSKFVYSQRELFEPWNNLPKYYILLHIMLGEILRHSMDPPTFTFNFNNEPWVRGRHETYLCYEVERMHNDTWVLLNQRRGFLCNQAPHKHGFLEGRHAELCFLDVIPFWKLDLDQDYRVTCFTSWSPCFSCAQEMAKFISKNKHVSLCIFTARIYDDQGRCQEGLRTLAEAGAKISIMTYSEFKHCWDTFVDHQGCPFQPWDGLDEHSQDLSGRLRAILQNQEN
mIAP activ: increases mouse intestinal alkaline phosphatase activity; muIAP, CDP-Star luminescence, 30 min; stronger effect = higher value; 1 = vehicle-only enzyme signal, 0 = enzyme-free wells; activation factor at 10 µM; 330,000 compounds, 0.24% hits; AID 2805;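 active means activation factor of at least 2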; further: the source names both 10 and 20 µM as test concentration; values of inactives mirror those of a sister screen read the other way
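System: mouse IAP enzyme. Reagent: CDP-Star chemiluminescent phosphatase substrate. Benchmarks: DMSO wells, no-enzyme wells. Times: 30 min enzyme-substrate-compound incubation at room temperature. Detection: luminescence from enzymatic CDP-Star hydrolysis. Doses: test compounds delivered from DMSO solution.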
mIAP inh: mouse IAP inhibition. purified mouse IAP, CDP-Star luminescence, 30 min. 330,000 compounds, 0.2% hits. AID 2806. inhibition, % at 10 µM;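 active means inhibition of at least 40% at 10 µM in the primary screen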;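 further: plate controls were DMSO with enzyme for no effect and no enzyme wells for full effect; values of inactives mirror those of a sister screen read the other way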
NALP3 yeast inh: blocks the NALP3 inflammasome reconstituted in yeast; Yeast reconstituted NLRP3/ASC/caspase-1, beta-gal luminescence, 24 h; inhibition, % at 10 µM; 330,000 compounds, 0.39% hits;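 active means inhibition of 50% or more; inactive means inhibition below 50%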;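 further: plate controls were induced DMSO wells for no effect and uninduced yeast grown without galactose for full effect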
tim10-1 inh: inhibits growth of tim10-1 mutant yeast | S. cerevisiae tim10-1 ts strain growth, BacTiter-Glo, 24 h | inhibition, % at 20 µM | 330,000 compounds, 2.2% hits;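 active means inhibition of at least 40%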;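 further: mutant grown at 25 °C; 0% = DMSO wells with yeast and 100% = wells holding no yeast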
* hit, by the source's call.

SMILES	hIAP inh	A3A deaminase	MIN6 prolif	TIM10 inh	A3G deaminase	mIAP activ	mIAP inh	NALP3 yeast inh	tim10-1 inh
CN(C(=O)CC1C(=O)NCCN1Cc1ccc(F)cc1)C1CCOCC1 (stereo not given)	6.6	2.7	-3.4	-19.2	-6.2	1.03	-3.0	8.9	10.8
COC(=O)c1cc(OC)c(OC)cc1NC(=S)N1CCN(c2ccccc2)CC1	7.3	1.9	0.0	2.8	-5.2	1.01	-1.3	11.9	20.9
CCC(CC)CN1CCN=C1Nc1ccccc1	17.2	1.5	0.1	6.8	-0.7	0.934	6.6	12.1	5.1
Cc1ccc2cc(C(c3nnnn3Cc3ccccc3)N3CCc4ccccc43)c(=O)[nH]c2c1 (stereo not given)	-5.3	-4.0	-4.0	22.5	-0.8	0.92	8.0	12.2	18.6
Cc1ccccc1NS(=O)(=O)c1ccc(C(=O)NCC(C)(C)N2CCOCC2)cc1	11.5	-1.2	0.2	8.1	-3.0	0.995	0.5	6.9	-6.7
Cn1nc(-c2ccccc2)c(CO)c1Sc1ccccc1	-14.1	-2.9	-2.2	12.2	-6.8	0.968	3.2	12.8	3.0
CN1/C(=C/C=C(/C#N)C(N)=O)C(C)(C)c2ccccc21	15.5	-2.7	-0.3	19.5	-3.8	0.851	14.9	9.0	7.5
CN(CC(=O)Nc1cccc(F)c1)C(=O)CSc1ccccc1	5.6	-2.4	1.3	7.3	-3.9	0.903	9.7	5.4	33.1
CC1=NN(/C(=N\c2nnc(C)s2)Nc2ccccc2)[C@H](c2cccc3ccccc23)S1	4.5	6.8	-3.8	33.4	-2.3	1.02	-2.2	-4.1	32.8
COC(=O)c1ccc(/C=N/NC(=O)C2CC(=O)N(c3ccc(F)cc3)C2)cc1 (stereo not given)	-5.6	0.9	-1.4	-2.5	1.5	1.04	-4.5	4.2	1.9
Cc1ccc(NCC(=O)N/N=C\c2ccc([N+](=O)[O-])o2)cc1	10.4	-3.4	-4.4	27.7	-6.7	0.853	14.7	39.4	34.1
CC(=O)N1CCN(C(=O)CN2C(=O)NC(C)(c3ccc4ccccc4c3)C2=O)CC1 (stereo not given)	15.6	-5.1	0.8	6.2	-10.3	1.11	-11.3	-14.1	-1.8
C=CCNc1oc(-c2cccs2)nc1C#N	8.5	-0.1	-1.0	6.7	-0.6	0.958	4.2	21.1	-15.7
COc1cc(NC(=O)CCc2nnc3ccc(N4CCCCC4)nn23)cc(OC)c1OC	-2.5	-0.5	-2.3	7.0	-0.7	0.986	1.4	-6.7	11.4
CCN1CCN(c2ccc(NC(=O)COc3ccc(Cl)cc3C)cc2)CC1	4.4	-3.6	-6.2	8.2	-4.2	1.1	-10.0	35.2	-1.5
O=[N+]([O-])c1cccc(-c2ccn[nH]2)c1	-16.1	1.3	-0.4	-7.4	-1.7	1.06	-5.7	12.0	-5.6
Cc1cccc(NC(=O)Cc2nc(-c3c[nH]c(C(=O)N4CCCC4)c3)cs2)c1	-2.3	-0.4	-2.4	2.3	-3.5	1.07	-7.5	11.3	26.1
CCOc1cc(-c2sc(Nc3cc(C)ccc3OC)n[n+]2-c2ccccc2)ccc1OC	2.5	-3.2	-6.6	5.4	-6.4	0.717	28.3	11.8	-5.5
Cc1csc(=O)n1CC(=O)OC(C)C(=O)Nc1ccc(F)c(F)c1F (stereo not given)	-8.2	-0.7	-0.6	8.6	5.3	1.1	-10.2	23.2	16.0
Cc1[nH]c2ccccc2c1C(c1ccccn1)N1CCC(C(N)=O)CC1 (stereo not given)	-5.7	2.8	-0.7	-5.8	-0.1	0.984	1.6	8.1	3.6
COc1ccc(C(=O)/C=C2\Sc3ccccc3N2C)cc1	-27.0	-3.0	-4.8	11.4	0.1	1.04	-4.4	21.6	13.2
CCCCCCNC(=O)c1cn(CC)c2cc(N3CCN(C)CC3)c(F)cc2c1=O	13.3	2.4	-6.9	4.5	-2.9	0.987	1.3	6.3	16.8
COc1ccc(CC(=O)OC2CCCN(C)C2)cc1 (stereo not given)	-16.8	-0.4	-3.5	14.4	-3.4	0.942	5.8	19.4	-3.8
CCCCn1c(-c2cccnc2)nc2cc3[nH]c(=O)c(C(C)C)nc3cc21	-5.0	-2.0	0.5	4.1	-9.0	1	-0.4	12.9	-10.1
Nc1c(Cl)c(Cl)nc(C(=O)OCC(=O)N2CCCC2=O)c1Cl	3.8	13.2	-0.1	3.5	-3.2	1.06	-6.5	-0.2	4.5
COc1ccc(OC)c(NS(=O)(=O)c2cc3c4c(c2)CCN4C(=O)CC3)c1	-12.2	-2.4	-4.1	1.9	-6.7	0.953	4.7	13.7	-7.6
C=CCc1c(C)nc(C)nc1N/N=C/c1ccc(F)cc1	22.7	-4.2	0.2	-3.7	-7.0	0.933	6.7	12.1	12.2
O=c1c2c(-c3cccs3)csc2[nH]c(=S)n1-c1ccccc1	2.9	2.7	-2.9	7.5	-4.7	0.945	5.5	23.0	-9.0
O=C(COc1ccccc1)NC1CCCc2ccccc21 (stereo not given)	14.7	-0.8	0.0	10.2	-1.3	0.995	0.5	-3.5	10.9
O=C(N/N=C/c1ccc(-c2ccccc2)o1)c1ccccc1O	-12.3	-4.6	-3.9	-22.7	-2.7	1.02	-1.9	8.2	-9.0
Cc1cc(Cl)ccc1OCC(=O)NC(=S)Nc1ccc(Cl)cn1	-2.2	-1.5	-1.3	-1.1	-6.5	0.947	5.3	13.8	-19.5
COc1ccc(C(=S)N2CCCCCC2)cc1	10.6	-3.6	-3.7	-4.4	2.8	0.929	7.1	5.5	40.2*
CN(C)/C=C/C(=O)c1cc(N2CCOCC2)ccc1[N+](=O)[O-]	11.1	-1.7	-2.9	-4.3	-6.5	0.948	5.2	15.2	0.4
Cc1ccc(Cn2ccc(C3CC3)n2)cc1	11.1	-1.1	-4.5	-4.9	-4.8	1	-0.4	9.2	11.1
Cc1ccc2occ(C(c3nnnn3Cc3ccccc3)N3CCOCC3)c(=O)c2c1 (stereo not given)	8.6	-3.7	2.2	25.9	-2.3	1.02	-2.5	5.5	13.8
CCCCOc1nc2ccccc2nc1C(C#N)S(=O)(=O)c1ccccc1 (stereo not given)	-9.0	-4.6	-3.8	9.7	-5.8	0.953	4.7	15.6	12.3

Sorted by heavy-atom count (falling): some entries from above
SMILES	hIAP inh	A3A deaminase	MIN6 prolif	TIM10 inh	A3G deaminase	mIAP activ	mIAP inh	NALP3 yeast inh	tim10-1 inh
CN(C(=O)CC1C(=O)NCCN1Cc1ccc(F)cc1)C1CCOCC1 (stereo not given)	6.6	2.7	-3.4	-19.2	-6.2	1.03	-3.0	8.9	10.8
Nc1c(Cl)c(Cl)nc(C(=O)OCC(=O)N2CCCC2=O)c1Cl	3.8	13.2	-0.1	3.5	-3.2	1.06	-6.5	-0.2	4.5
CN1/C(=C/C=C(/C#N)C(N)=O)C(C)(C)c2ccccc21	15.5	-2.7	-0.3	19.5	-3.8	0.851	14.9	9.0	7.5

The results go on:
SMILES	hIAP inh	A3A deaminase	MIN6 prolif	TIM10 inh	A3G deaminase	mIAP activ	mIAP inh	NALP3 yeast inh	tim10-1 inh
CCOc1ccc(C(=O)OCC(=O)NC2CCCC2)cc1OCC	-11.7	0.3	2.2	10.0	-1.0	1.01	-0.6	21.4	2.9
COc1ccc(N=CC2=C(O)c3ccccc3C2=O)c(OC)c1	6.8	-2.9	-4.2	15.2	-6.8	1.03	-2.6	29.9	30.4
CCCCn1c(N)c(N(CCOC)C(=O)CSc2ccccc2C)c(=O)[nH]c1=O	7.0	2.6	-3.7	2.4	-6.4	0.976	2.4	4.4	6.1
C#CCOCCOCCOCCNc1nc(N2CCN(C(=O)[C@H](CO)n3cc([C@@H](N)C(C)C)nn3)CC2)nc(N2CCN(C(=O)[C@H](CCCCN)n3cc([C@@H](N)[C@H](C)CC)nn3)CC2)n1	7.1	-3.2	-2.0	9.4	-3.7	1.02	-2.5	3.3	13.1
COc1ccccc1NC(=O)CCN1C(=O)C2CC=CCC2C1=O (stereo not given)	-41.7	-2.8	-1.3	-1.5	1.0	0.933	6.7	7.1	2.6
O=C(CSc1nnc2ccc(-c3ccccn3)nn12)NCC1CCCO1 (stereo not given)	-6.6	0.6	-2.3	10.5	-3.0	0.986	1.4	8.2	-8.2
COC(=O)Cc1[nH]nc2c1C(c1cc(OC)c(OC)c(OC)c1)C(C#N)=C(N)O2 (stereo not given)	-7.0	-0.4	-2.7	-8.5	-2.6	0.978	2.2	13.8	4.9
CCCCCCCCCCCCN1[C@@H](CC(C)=O)c2cc(F)ccc2S1(=O)=O	9.4	-0.8	-8.5	1.8	-4.0	0.886	11.4	0.1	-0.1
Cc1ccc(OCC(=O)Nc2ccc(N3CCN(C(=O)c4ccco4)CC3)cc2)cc1C	-16.5	0.4	-3.0	26.6	-7.8	1.14	-13.6	6.0	29.1
N#Cc1c2c(c(NCc3ccco3)n3c1nc1ccccc13)CCC2	-10.8	12.1	-0.2	6.0	6.7	0.495	50.5*	2.3	20.4
CCn1c(=O)n(CC)c2cc(N3CCCC3)c(NC(=O)c3ccccc3)cc21	32.6	-2.8	-0.6	10.7	12.1	0.969	3.1	7.9	24.5
Cc1cc(Br)ccc1SCC(=O)NCC(c1ccco1)N1CCCCC1 (stereo not given)	8.7	-1.5	-3.4	16.4	-2.3	0.821	17.9	12.2	16.7
O=C(Nc1cccc(S(=O)(=O)N2CCCCC2)c1)c1cc2ccccc2o1	-6.0	10.4	-7.3	20.5	4.9	1.04	-4.4	-38.9	22.9
CCOc1ccc(NC(=O)CCC(=O)N/N=C/c2ccc([N+](=O)[O-])s2)cc1	6.8	2.1	0.0	7.0	-2.8	0.916	8.4	15.1	36.0
CC(C)(C)OC(=O)NCCCCCNC(=O)c1[nH]cnc1C(=O)Nc1ccccc1	-24.8	0.2	1.5	17.7	-6.7	0.959	4.1	17.8	23.5
Cc1cccc(C)c1NC(=O)C(c1ccc(Cl)cc1Cl)N1CCCCC1 (stereo not given)	2.5	2.0	-3.8	17.9	-1.2	1.05	-4.9	11.1	42.0*
Cc1ccc(-c2nc3ncccn3c2Nc2ccccc2C)o1	-21.8	-2.8	-1.1	27.8	5.7	1	-0.1	17.1	24.1
CN(C(=O)C1CCN(S(=O)(=O)c2ccccc2[N+](=O)[O-])CC1)C1CCCCC1	10.6	-2.3	5.4	6.9	-3.4	0.994	0.6	1.7	3.4
CCCCCCn1c(SCC(=O)Nc2cc(C)on2)nc2ccccc2c1=O	5.9	1.8	-4.3	9.2	-2.1	0.955	4.5	-7.4	16.7
CCOc1cccc(-c2nnc3n2N=C(c2cc(OC)ccc2OC)CS3)c1	-0.8	-2.7	-1.2	27.2	-2.5	0.998	0.2	11.6	38.0
O=C(Nc1ccc(N2CCOCC2)c([N+](=O)[O-])c1)c1ccco1	0.2	-0.8	0.8	4.4	-4.2	0.88	12.0	19.2	-0.6
Cc1cccc(NC(=O)CSc2nc3c([nH]c4ccccc43)c(=O)n2C)c1	-9.8	1.6	-6.2	-2.4	1.3	0.907	9.3	7.8	-3.4
COc1cc([N+](=O)[O-])ccc1NC(=O)C[n+]1cccc(C(C)=O)c1	2.9	1.8	-2.5	4.6	4.7	0.998	0.2	23.5	-1.6
CCOc1cc(NS(=O)(=O)c2ccc(OC)cc2)c(OCC)cc1NC(=O)c1ccco1	-9.1	-0.7	1.0	12.0	-4.3	0.995	0.5	12.7	8.2
COc1cccc(-n2cc(-c3ccc(F)cc3)[nH]c2=S)c1	-19.6	-4.5	-2.2	26.4	-8.0	1.08	-8.5	21.6	46.0*
CCCCOc1ccc(C(=O)N/C(=C/C=C/c2ccccc2)C(=O)NC)cc1	-19.4	-1.2	-5.3	-19.4	-5.2	0.897	10.3	17.5	14.2
